Screens (PubChem)
HP1b chromo inh: HP1-beta chromodomain-methylated histone interaction inhibition | P83916 | AlphaScreen HP1-beta / biotin-H3K9me3 peptide binding | Potency, µM (titrated, usually from 114 µM), for inactives: at the highest dose activity change, negative = inhibition, actives largely listed as inhibitors | 0.56% of 390,000 active | AID 540317; also: potency is read from the fitted curve at half-maximal effect; nearly all actives have a fitted effect of over 70% in size; inactives centre near 23
Target sequence (P83916 whole entry, looked up): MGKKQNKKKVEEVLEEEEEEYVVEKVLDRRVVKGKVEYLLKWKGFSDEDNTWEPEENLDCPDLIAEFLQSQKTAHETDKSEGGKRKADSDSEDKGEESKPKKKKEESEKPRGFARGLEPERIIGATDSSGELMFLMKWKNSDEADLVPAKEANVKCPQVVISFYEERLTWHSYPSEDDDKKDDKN
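HP1-beta protein (50 nM final) preincubated 30 min at room temperature with biotinylated H3(1-18)K9me3 peptide (50 nM) in PBS pH 7.4, 0.01% Tween-20, then compound added for 30 min. AlphaScreen streptavidin donor/nickel chelate acceptor beads (10 ug/mL final), 30 min dark, luminescence read.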
BAZ2B inh: BAZ2B (human) inhibition. Q9UIF8. AlphaScreen BAZ2B-H3K14Ac peptide displacement. Potency, µM (top dose mostly 114 µM), without a hit: top-dose activity change, negative = inhibition, most hits filed as inhibitors. 4.4% of 360,000 active. AID 504333; also: potency is read from the fitted curve at half-maximal effect; % is scaled to controls: 0 for no effect and ±100 for the full control effect; nearly all actives have a fitted effect of over 60% in size
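Compounds, titrated to a top concentration of 110 uM, were incubated 30 min at room temperature with preformed BAZ2B/acetyl-K14 H3 peptide complex (50 nM each). Proximity signal was measured by AlphaScreen after 20 min with beads.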
GLS inh: blocks human kidney-isoform glutaminase activity | O94925 | GLS enzymatic activity, qHTS titration | 0.21% of 410,000 active | Potency, µM (top dose mostly 45.5 µM), inactives show top-dose activity change, negative = inhibition, hits mostly inhibitors; also: potency is read from the fitted curve at half-maximal effect; % is scaled to controls: 0 for no effect and ±100 for the full control effect
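Glutamate formation by hKGA was monitored fluorometrically using coupled glutamate oxidase, HRP and Amplex Red. Substrate was added as 1 mM L-glutamine solution; incubation was 30 min at RT after an initial read.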
G9a block: G9a (human) methyltransferase inhibition; Q96KQ7; G9a H3K9 monomethylation, AlphaScreen, 2 h; Potency, µM (highest dose often 102 µM), inactives show at the top dose activity, negative = inhibition, usual class: inhibitors; 8.8% of 350,000 active; also: potency is read from the fitted curve at half-maximal effect; % is scaled to controls: 0 for no effect and ±100 for the full control effect; nearly all actives have a fitted effect of over 75% in size
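Readings reflect AlphaScreen signal from monomethyl-H3K9 antibody detection. HMT at 20 nM; substrate b-H3K9 500 nM; cofactor SAM 20 uM; 2 h RT reaction; compounds tested as titrations in qHTS with 15 min preincubation.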
JMJD2A Tudor: JMJD2A Tudor domain (human) inhibition. O75164. AlphaScreen JMJD2A-Tudor / H3K4me3 peptide binding. Potency, µM (titrated, usually from 114 µM), inactives show at the top dose activity change, negative = inhibition, hits mostly inhibitors. 4.4% of 390,000 active; also: potency is read from the fitted curve at half-maximal effect; % is scaled to controls: 0 for no effect and ±100 for the full control effect; nearly all actives have a fitted effect of over 50% in size
ALOX12 inh: ALOX12 (human) lipoxygenase inhibition; 1.1% of 580,000 active; Potency, µM (highest dose often 108 µM), for inactives: at the highest dose activity change, negative = inhibition, usual class: inhibitors; purified 12hLO, xylenol orange hydroperoxide absorbance; P18054; also: potency is read from the fitted curve at half-maximal effect; % is scaled to controls: 0 for no effect and ±100 for the full control effect
Target sequence (P18054 whole entry, looked up): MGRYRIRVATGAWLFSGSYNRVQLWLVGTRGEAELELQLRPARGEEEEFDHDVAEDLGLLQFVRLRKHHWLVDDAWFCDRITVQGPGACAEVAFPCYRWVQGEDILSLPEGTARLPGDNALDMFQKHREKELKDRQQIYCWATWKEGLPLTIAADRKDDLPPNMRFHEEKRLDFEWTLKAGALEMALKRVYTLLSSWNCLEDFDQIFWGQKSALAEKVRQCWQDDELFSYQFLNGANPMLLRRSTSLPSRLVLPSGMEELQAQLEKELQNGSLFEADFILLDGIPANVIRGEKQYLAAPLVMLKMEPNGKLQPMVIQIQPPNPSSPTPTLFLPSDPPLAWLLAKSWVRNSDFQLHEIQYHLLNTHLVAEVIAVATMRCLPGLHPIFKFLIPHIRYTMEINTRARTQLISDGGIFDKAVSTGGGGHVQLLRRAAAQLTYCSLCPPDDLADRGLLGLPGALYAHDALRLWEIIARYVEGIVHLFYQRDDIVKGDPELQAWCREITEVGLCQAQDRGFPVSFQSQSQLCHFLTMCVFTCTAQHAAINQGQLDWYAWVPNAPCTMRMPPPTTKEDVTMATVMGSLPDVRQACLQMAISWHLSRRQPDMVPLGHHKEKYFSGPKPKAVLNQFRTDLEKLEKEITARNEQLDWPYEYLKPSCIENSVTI
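Hydroperoxide product was detected by ferrous iron/xylenol orange as the 573 to 405 nm absorbance ratio. Arachidonic acid at 40 uM (final) was turned over for 30 min at room temperature by 150 nM human 12hLO, pH 7.0 Hepes buffer, after 15 min compound preincubation.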
RGS4 inh: inhibitors of human regulator of G protein signaling 4. P49798. Transcreener GDP fluorescence polarization, RGS4-accelerated GTP hydrolysis. Potency, µM (top dose mostly 114 µM), inactives show top-dose activity change, negative = inhibition, hits mostly inhibitors. 0.039% of 390,000 active. AID 504845; also: potency is read from the fitted curve at half-maximal effect; % is scaled to controls: 0 for no effect and ±100 for the full control effect; nearly all actives have a fitted effect of over 75% in size; some results filed as inactive show a strong effect at the top dose
Target sequence (P49798 whole entry, looked up): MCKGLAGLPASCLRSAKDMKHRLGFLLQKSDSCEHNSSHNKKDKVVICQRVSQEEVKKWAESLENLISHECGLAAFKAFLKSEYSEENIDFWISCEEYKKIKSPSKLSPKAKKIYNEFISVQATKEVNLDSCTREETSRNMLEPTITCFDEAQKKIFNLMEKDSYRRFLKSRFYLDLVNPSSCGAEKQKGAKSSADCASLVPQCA
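MLSMR compounds (23 nl, pin-transferred) preincubated 10 min at room temperature with a 500nM (2x) first reagent, then RGS4 at 900nM (2x) plus Transcreener GDP mix added; fluorescence polarization (620/688 nm) read before and after 90 min at 30 °C.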
PI4K2A block: PI4K2A (human) kinase inhibition | activity change, negative = inhibition, % at 76.9 µM | AID 1346378 | 0.13% of 420,000 active | Q9BTU6 | purified PI4K2A, ADP-Glo luminescence, 1 h; hits give low values; in the data active = activity change below about -50%; inconclusive = mostly about -30% to -49%;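 also: -100% = wells without enzyme as full effect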
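In this quantitative HTS, ADP production by PI4K2A was quantified luminescently after 1 h at ambient temperature; 100 microM adenosine served as plate-quality control.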
ERG-DNA inh: inhibitors of human ERG Ets domain-DNA interaction; P11308; fluorescence polarization, His-ERG Ets domain / labelled DNA; Potency, µM (series often up to 76.9 µM), for the others: at the highest dose FP activity, negative = inhibition, hits mostly inhibitors; 0.028% of 370,000 active; AID 624246; active = well fitted inhibition curve with a large enough effect in the polarisation, with a control signal flat; inconclusive = small, poorly fitted or top-dose-only effect, or effect the other way, or a change in a side signal; inactive = no such curve, though single readings can be large or run the other way; the % refers to the polarisation;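 also: polarization taken with two DNA probes labelled with fluorescein and Texas red; potency is read from the fitted curve at half-maximal effect; % of control where 0% means no effect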
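His-tagged ERG Ets domain (1 uM in the protein solution; 300mM KCl, 50mM Tris-HCl, 1mM EDTA, 1mM DTT, pH 7.5) received compound, then a probe mix of 5 nM fluorescein-DNA and 100nM Texas-615-DNA. Fluorescence polarization was read for both dyes.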
An asterisk follows results filed as active; i = inactive; ? = inconclusive; . = no result given; & = joins results of further samples; ! = not confirmed by another sample; [ ] = another dose, or the depositor's remark. Unless noted, calls follow the shape of the dose curve; as a rule, active = well fitted curve in the direction sought with a large enough effect; inconclusive = small, poorly fitted or top-dose-only effect, or another doubt; inactive = no such curve, though single readings can be large; an effect the other way counts as inactive or inconclusive. Not all compounds are listed; rates above refer to the full screens.

SMILES	HP1b chromo inh	BAZ2B inh	GLS inh	G9a block	JMJD2A Tudor	ALOX12 inh	RGS4 inh	PI4K2A block	ERG-DNA inh
COc1ccc2cc(C)c3nnc(SCc4cccnc4)n3c2c1	30%	-13%	-1%	3%	-19%	?	-16%	2	3%
O=C(COC(=O)c1cc(S(=O)(=O)N2CCOCC2)ccc1Cl)NCc1ccco1	33%	-1%	-4%	7%[0.501 µM]	-10%	-17%	-5%	-6	-8%
C#CCNC(=O)C1=C[C@H](c2ccc(C(F)(F)F)cc2)C[C@H](OCCCCO)O1	39%	-13%	-5%	?	-15%	i	8%	2	-10%
NS(=O)(=O)c1ccc(NC(=O)CSc2ccccn2)cc1	32%	2%	2%	-48%[59 µM]	-1%	0%	-25%	0	13%
CCc1ccc(O)c(N=Cc2ccccc2O)c1	18%	?	1%	?	?	?	-10%	2	5%
CCC(C)(C)n1nnnc1CN1CCC(NC(=O)c2ccccc2C)CC1	29%	-2%	10%	-9%[59 µM]	3%	-14%	-22%	2	1%
CCN(CC)S(=O)(=O)c1ccc(N2CCCCC2)c(NC(=O)/C=C/c2cc(OC)c(OC)c(OC)c2)c1	6%	-3%	0%	13%[59 µM]	-15%	25%	6%	-5	-3%
CC(C)OCCCNC(=O)c1cc(S(=O)(=O)N2CCCCC2)c[nH]1	36%	0%	1%	24%	-12%	-2%	-6%	-1	4%
N#Cc1nc(COc2cccc(Cl)c2)oc1N1CCN(c2ccccc2)CC1	-29%	?	1%	?	?	14%	2%	-1	2%
CCOC(=O)c1cc(-c2ccccc2)nn1Cc1cc(CC)no1	180%[activator]	111%[activator]	1%	21%[2.33 µM]	97%[activator]	-119%	10%	-2	8%
CC(=O)N1CCc2c(sc3c2c(=O)n(-c2ccccc2)c(=O)n3CC(=O)Nc2ccccc2C)C1	18%	-15%	-14%	-13%[59 µM]	-10%	?	15%	-5	-4%
C=C(C)C(=O)Nc1cccnc1Oc1ccc(F)cc1F	7%	-3%	6%	?	-13%	5%	-13%	5	-9%
O=C(O)CCCCCNC(=O)Cn1nnc2ccccc2c1=O	23%	1%	-1%	14%	-2%	6%	-2%	0	2%
COc1c(C)cc(NC(=O)c2ccc3c(c2)NC(=O)CO3)cc1C	16%	-14%	0%	-2%	-18%	-4%	11%	2	2%
CC(NC(=O)c1ccc(CS(C)(=O)=O)cc1)c1cccc2ccccc12 (stereo not drawn)	31%	-1%	-7%	3%	-3%	?	-14%	-2	5%
Cc1ccccc1NC(=O)/C(=C\c1cccs1)NC(=O)c1ccccc1	33%[activator]	0%	-1%	13%	-19%	-2%	24%	2	-11%
COc1ccc(NC(=O)c2cc3ccccc3o2)cc1	9%	-3%	7%	1%	-5%	23%	-15%	-19	-12%
Cc1cccc(NC(=O)CSc2nnc(-c3ccncc3)n2CC2CCCO2)c1 (stereo not drawn)	14%	-1%	1%	13%[59 µM]	-4%	-17%	12%	3	19%
Cc1ccc2nc(SCc3cccc([N+](=O)[O-])c3)nc(C)c2c1	15%	-3%	0%	-22%[59 µM]	-10%	0%	17%	4	1%
Cc1ccccc1-c1ccc(C(=O)Nc2cccc(F)c2)o1	-1%	?	-6%	10µM*	-1%	-23%	?	3	-6%
O=C(NC(Cc1ccccc1)C(=O)O)/C(=C\c1cccc([N+](=O)[O-])c1)NC(=O)c1ccco1 (stereo not drawn)	18%	-24%	0%	?	-9%	?	-20%	-4	5%
Cc1ccccc1N(CC(=O)N/N=C/c1ccc(F)cc1)C(=O)c1ccccc1	-2%	-36%	-2%	?	-21%	-20%	-47%	6	-7%
COc1ccccc1NS(=O)(=O)c1ccc2c(c1)OCCO2	24%	4%	23%	5%	-5%	-6%	21%	0	18%
COc1c(C)cc(Br)cc1C(=O)Nc1ccc(Cc2ccncc2)cc1	31%	-17%	1%	7%	-22%	-6%	-1%	4	8%
CC(C)n1c(Nc2ccccc2)nc2ccccc21	27%	?	0%	-30%[12.7 µM]	-18%	-23%	-6%	3	3%
Cc1nc2[nH]c(=O)n(O)c(=O)c2s1	8%	.	19%	.	7.9µM*	-3%	31%	4	0%
COc1cc(CNCCSc2nnnn2C)ccc1OCc1ccccc1	41%[activator]	-8%	-9%	-6%[59 µM]	-15%	?	10%	-2	?
COc1cccc(CN(CC(=O)NCc2ccco2)C(=O)CNS(=O)(=O)c2ccccc2)c1	17%	-5%	4%	13%[59 µM]	-7%	0%	-4%	-1	-8%
CC12CCC(C(=O)NCc3ccc(F)cc3)(OC1=O)C2(C)C (stereo not drawn)	24%	-3%	-9%	9%	2%	50%[activator]	-21%	10	6%
O=C1CC(/C=C/c2ccco2)=Nc2ccccc2N1	17%	-12%	?	45µM*	-29%	.	-15%	?	-2%
CCNc1ncnc2c1cnn2C	29%	-19%	-6%	3%	2%	3%	-13%	0	6%
O=C(NCc1ccco1)c1cc(S(=O)(=O)N2CCCC2)ccc1Cl	29%	-8%	16%	.	-17%	452%[activator]	3%	-8	13%
CCOc1cccc2sc(N(CCN(C)C)C(=O)c3ccc4ccccc4c3)nc12	-16%	?	1%	50µM*	?	.	29%	-3	1%
COc1cc(NC(=O)C[n+]2ccc(C(=O)c3ccccc3)cc2)cc(OC)c1	12%	.	1%	.	-28%	-8%	3%	-5	-16%
Cc1ccc(S(=O)(=O)N2CCOCC2)cc1NC(=O)CSc1nccn1C	24%	9%	1%	-11%[59 µM]	-16%	-8%	-23%	-5	?
CCCCCCCCCCCCCCCC(=O)OC(CC(=O)O)C[N+](C)(C)C (stereo not drawn)	20%	4%	1%	32µM*!	-27%	?	19µM*!	-22&3	-26%
O=C(O)CNS(=O)(=O)/C=C/c1ccccc1	-7%	-29%	-1%	-53%[59 µM]	-16%	-1%	21%	-1	-5%
O=C(NC1CC(=O)N(c2ccccc2)C1)c1ccc(S(=O)(=O)N2CCCCC2)cc1 (stereo not drawn)	28%	-2%	7%	6%[59 µM]	-9%	-30%	16%	-8	4%
C[C@@H](C(=O)CC(=O)OC(C)(C)C)[C@@H](O)c1ccccc1	43%&29%[activator]	1%	4%	23%	-18%&-8%	2%	1%&-13%	0	2%
Cc1ccc2c(CSc3nc4ccccc4c(=O)n3CCCO)cc(=O)oc2c1C	46%[activator]	5%	-8%	-37%	-19%[11.4 µM]	?	-1%[11.4 µM]	6	0%
CCOC(=O)C1=C(CS(=O)(=O)c2ccc(C)c(C)c2)NC(=O)NC1c1ccccc1OCC (stereo not drawn)	39%	-20%	-9%	-31%[59 µM]	?	-28%	-8%	5	-1%
O=C(CN1C(=O)NC2(CCCC2)C1=O)Nc1cc(Cl)ccc1N1CCCCC1	15%	-20%	2%	-3%	-10%	7%	-40%	1	-2%
COc1ccc(C(c2nnnn2C(C)(C)C)N2CCN(C)CC2)cc1OC (stereo not drawn)	30%	3%	1%	?	-6%[57.1 µM]	-16%	8%[11.4 µM]	3	-5%
NC(=O)CC(NC(=O)Cc1ccc(Br)cc1)c1ccc(NCCc2cccc(F)c2)c([N+](=O)[O-])c1 (stereo not drawn)	23%	-17%	1%	?	-16%	-2%	1%	-2	-5%
CCN(CC)S(=O)(=O)c1ccc2c(c1)N(CC(=O)NCc1ccccn1)C(=O)CO2	62%[activator]	20%	-3%	37%	-13%[11.4 µM]	29%	23%[11.4 µM]	-3	-3%
Cc1oc2ccc(OCc3ccc(F)cc3)cc2c1C(=O)O	49%[activator]	.	8%	14%[59 µM]	-17%	0%	-3%	2	3%
Cc1cc(Cl)ccc1OCC(=O)NCCCN1CCOCC1	31%	4%	-20%	-8%	-6%	8%	-27%	6	-7%
CS(=O)(=O)N(CC(=O)NCC1CCCO1)c1ccc(Cl)c(Cl)c1 (stereo not drawn)	22%	7%	1%	0%	-6%	9%[57.4 µM]	7%	1	.
COCCN(C(=S)Nc1ccc(C(C)C)cc1)C(C)c1cccs1 (stereo not drawn)	71%[activator]	-5%	0%	-6%	24%	2%	-10%	6	-4%
COc1ccc(-c2nc(C)ncc2N=Nc2ccccc2)cc1	-80%	11µM*	2%	?	45µM*	12%	35%	4	4%
CCCS(=O)(=O)N1CCCC(C(=O)c2ccccc2OC)C1 (stereo not drawn)	36%	-8%	1%	-3%	-4%	-3%	11%	-6	9%
CCOC(=O)Cc1csc(NS(=O)(=O)Cc2ccccc2)n1	40%[activator]	3%	14%	11%[12.7 µM]	-18%	0%	-8%	-1	-3%

4 of the compounds above, bar-delimited:
Compound | HP1b chromo inh | BAZ2B inh | GLS inh | G9a block | JMJD2A Tudor | ALOX12 inh | RGS4 inh | PI4K2A block | ERG-DNA inh
CCN(CC)S(=O)(=O)c1ccc2c(c1)N(CC(=O)NCc1ccccn1)C(=O)CO2 | 62%[activator] | 20% | -3% | 37% | -13%[11.4 µM] | 29% | 23%[11.4 µM] | -3 | -3%
COc1ccc(-c2nc(C)ncc2N=Nc2ccccc2)cc1 | -80% | 11µM* | 2% | ? | 45µM* | 12% | 35% | 4 | 4%
Cc1oc2ccc(OCc3ccc(F)cc3)cc2c1C(=O)O | 49%[activator] | . | 8% | 14%[59 µM] | -17% | 0% | -3% | 2 | 3%
CCOC(=O)Cc1csc(NS(=O)(=O)Cc2ccccc2)n1 | 40%[activator] | 3% | 14% | 11%[12.7 µM] | -18% | 0% | -8% | -1 | -3%
